Screens as filed in PubChem.
HT1080 IDH1KD tx: toxicity to HT-1080 IDH1 knockdown cells (counter line) | HT-1080 IDH1 knockdown viability, ATP luminescence, 48 h | Potency, µM (highest dose often 46.1 µM), inactives show top-dose activity, negative = toxicity, usual class: cytotoxic | 2% of 360,000 active | AID 686971;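 note: potency is the fitted concentration of half-maximal effect; 0% = DMSO wells and -100% = cell-free medium wells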
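Assay cells: HT-1080 with IDH1 knockdown, 750 per well, RPMI/5% FBS. Exposure: 48 h at 37 °C following 2 h pre-incubation. Read: CellTiter-Glo luminescence; fitted concentration-response, curve class assigned.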
HT1080-NT tox: kills 2HG-producing HT-1080-NT fibrosarcoma cells; HT-1080-NT fibrosarcoma viability, CellTiter-Glo ATP luminescence, 48 h; Potency, µM (series often up to 46.1 µM), for inactives: at the highest dose activity, negative = less viability, actives largely listed as cytotoxic; 1.6% of 360,000 active;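 note: NT is the 2HG producing partner of a matched IDH1 knockdown line; potency is the fitted concentration of half-maximal effect; 0% = DMSO-treated cells and -100% = media-only wells without cells; nearly all actives have a fitted effect of over 55% in size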
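HT-1080-NT; 750 cells/well; 5% FBS RPMI; 48 h compound, 37 degrees C; CellTiter-Glo luminescence; curve fitting and curve-class assignment.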
IL1B secr inh: blocks inflammasome-driven IL-1 beta release | 4.7% of 360,000 active | activity change, % at 57.5 µM | THP-1 LPS/ATP IL-1B secretion, AlphaLISA, 16 h; hits give low values | AID 743279; in the data active = activity change below about -50%; inconclusive = mostly about -30% to -49%; note: % is set by controls: 0 for no effect and ±100 for the full control effect
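THP-1 cells pretreated 1 hr with compounds (up to 57.5 uM final), then stimulated with LPS (250 ng/mL final) plus ATP (1.25 mM final); secreted IL-1B measured by AlphaLISA after 16 hr, decreased signal indicating inhibition.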
KB-V1 cytotox: kills drug-selected multidrug resistant KB-V1 cells; KB-V1 MDR cells viability, CellTiter-Glo, 72 h; Potency, µM (series often up to 46.1 µM), for the others: at the top dose activity change, negative = cytotoxicity, hits mostly cytotoxic; 3.4% of 400,000 active; note: potency is the fitted concentration of half-maximal effect; % is set by controls: 0 for no effect and ±100 for the full control effect; nearly all actives have a fitted effect of over 60% in size
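Cells of the MDR subline KB-V1 are plated, dosed with compound at multiple concentrations, and incubated 72 h at 37 degrees C; CellTiter-Glo is then added and luminescence read after 10 min.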
D3 ag: D3 dopamine receptor (human) agonism | max activation, % | 0.58% of 410,000 active | D3R DiscoveRx beta-arrestin cells, luminescence, 90 min | P35462; in the data active = max activation above about 30%; note: 0% is about no effect; mostly tested at two doses, the higher about 12 µM
Target sequence (P35462 whole entry, looked up): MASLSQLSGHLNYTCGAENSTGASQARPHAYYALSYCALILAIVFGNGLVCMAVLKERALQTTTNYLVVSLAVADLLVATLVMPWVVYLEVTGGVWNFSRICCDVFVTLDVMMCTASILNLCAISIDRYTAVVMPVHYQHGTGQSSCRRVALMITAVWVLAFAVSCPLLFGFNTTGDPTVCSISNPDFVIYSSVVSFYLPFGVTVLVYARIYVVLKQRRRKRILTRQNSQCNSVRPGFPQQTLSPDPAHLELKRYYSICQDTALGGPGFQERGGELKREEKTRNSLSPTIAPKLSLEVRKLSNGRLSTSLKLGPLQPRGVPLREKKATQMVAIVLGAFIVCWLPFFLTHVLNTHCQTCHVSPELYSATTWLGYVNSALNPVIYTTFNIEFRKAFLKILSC
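Agonist mode: compounds and dopamine controls were applied to plated cells for 90 min at 37 degrees C after an overnight attachment at 1500 cells/well. Luminescent read-out followed 30 - 60 minutes at room temperature with DiscoveRx detection reagent.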
GLP1R ag: agonists of human GLP-1 receptor. 0.007% of 380,000 active. HEK293 GLP-1R CRE-luciferase, luminescence, 4-6 h; cells express a hypersensitive GLP-1R form. Potency, µM (series often up to 45.6 µM), for inactives: top-dose activation, actives largely listed as activators. AID 624172; note: potency is the fitted concentration of half-maximal effect; % of control where 0% means no effect
Target sequence (P43220 whole entry, looked up): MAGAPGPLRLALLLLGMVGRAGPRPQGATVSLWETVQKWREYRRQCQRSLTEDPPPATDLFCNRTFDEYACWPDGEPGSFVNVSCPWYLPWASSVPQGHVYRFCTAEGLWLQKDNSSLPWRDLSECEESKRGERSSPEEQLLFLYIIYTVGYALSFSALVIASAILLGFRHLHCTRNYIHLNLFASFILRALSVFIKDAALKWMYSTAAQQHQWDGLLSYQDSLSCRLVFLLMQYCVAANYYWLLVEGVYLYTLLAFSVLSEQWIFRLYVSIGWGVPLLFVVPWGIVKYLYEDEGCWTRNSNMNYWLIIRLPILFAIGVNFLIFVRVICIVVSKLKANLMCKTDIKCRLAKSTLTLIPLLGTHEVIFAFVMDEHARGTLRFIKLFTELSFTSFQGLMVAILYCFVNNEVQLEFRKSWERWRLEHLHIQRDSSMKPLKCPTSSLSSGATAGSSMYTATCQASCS
SW480 rerep: inducers of DNA re-replication in SW480 colon cancer cells; SW480 DNA re-replication, Hoechst DNA content imaging, 48 h; Potency, µM (highest dose often 46.1 µM), inactives show at the top dose re-replication activation, usual class: activators; 1.8% of 340,000 active; AID 624297; note: potency is the fitted concentration of half-maximal effect; % of control where 0% means no effect; nearly all actives have a fitted effect of over 55% in size
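Readout is total intensity of Hoechst-stained nuclei, excited at 405 nm and collected at 500-530 nm. Compound treatment lasted 48 hr at 37 C in 5% CO2 before staining.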
DRD3 antagonist: blocks the human D3 dopamine receptor; P35462; D3R cells, DiscoveRx beta-arrestin luminescence, antagonist mode; hits give low values; max response, negative = inhibition, %; 2.5% of 360,000 active; AID 652054; in the data active = max response below about -50%; inconclusive = no clear call, values can overlap the other calls; note: % is set by controls: 0 for no effect and ±100 for the full control effect; mostly tested at two doses, the higher about 12 µM
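Cells expressing the human receptor were seeded at 1500 cells/well, incubated overnight at 37 degrees C in 5% CO2, then exposed to library compounds with dopamine controls for 90 minutes at 37 degrees C before luminescent detection.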
KB-3-1 cytotox: kills parental KB-3-1 adenocarcinoma cells | AID 1347075 | 1.4% of 400,000 active | KB-3-1 viability, CellTiter-Glo ATP luminescence, 72 h | Potency, µM (series often up to 46.1 µM), without a hit: at the top dose activity change, negative = cytotoxic, usual class: cytotoxic; note: potency is the fitted concentration of half-maximal effect; % is set by controls: 0 for no effect and ±100 for the full control effect; nearly all actives have a fitted effect of over 60% in size
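Luminescent ATP read-out (CellTiter-Glo) measures survival of drug-naive KB-3-1 cells after 72 h compound exposure at 37 °C. Titration series was screened from lowest to highest concentration, with DMSO vehicle plates as background controls.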
Numbers without * were called inactive; ? = inconclusive; nt = no result given; & = joins results of further samples; [ ] = dose if it differs, or a comment. Unless noted, calls come from the whole dose curve; as a rule, active = well fitted curve in the direction sought with a large enough effect; inconclusive = small, poorly fitted or top-dose-only effect, or another doubt; inactive = no such curve, though single readings can be large; an effect the other way counts as inactive or inconclusive.

SMILES	HT1080 IDH1KD tx	HT1080-NT tox	IL1B secr inh	KB-V1 cytotox	D3 ag	GLP1R ag	SW480 rerep	DRD3 antagonist	KB-3-1 cytotox
O=C1OC(c2ccco2)=N/C1=C\c1ccc(-c2cccc(C(F)(F)F)c2)o1	-3%	-1%	0	0%	2	-7%	-1%	-18	9%
Cc1ccc(S(=O)(=O)NCC23C=CC(O2)C2C(=O)N(c4ccccc4)C(=O)C23)cc1 (stereo not drawn)	8%	7%	0	-7%	-1	-7%	?	23	10%
COCCNC(=O)C(c1ccccc1)N(C(=O)Cn1nnc2ccccc21)c1cccnc1 (stereo not drawn)	15%	20%	10	8%	0	0%	-2%	-17	-7%
CCOCCOC(=O)c1[nH]c2c(c1C)C(=O)CC(c1ccccc1)C2 (stereo not drawn)	0.26µM*	0.15µM*	65	1µM*	-7	24%	0.52µM*	-23	0.92µM*
COc1ccc(-c2nnc3c4ccccc4c(C)nn23)cc1	?	?	19	3.7µM*	0	?	-11%	?	11%
CC1(C)CC(=O)C=C(c2ccc(Oc3ccccc3)cc2)C1	-21%	?	?	2%	-6	25%	2%	-65*	-4%
Cn1cc(CN2CCN(c3cnccn3)CC2)c(-c2cccc(Cl)c2)n1	-6%	14%	14	-12%	3	-1%	4%	11	13%
CCCCN(C(=O)COc1ccc(C)cc1OC)c1c(N)n(CCC)c(=O)[nH]c1=O	1%	1%	5	-5%	0	-5%	-18%	-10	-1%
COc1ccc(OC)c(/C=N/NC(=O)CCc2ccc(O)c(O)c2)c1	-19%	-18%	-26	-2%	3	18%	?	?	23%
CCC(=O)Nc1cc2c(cc1C(C)=O)OCCO2	16%	24%	-2	16%	2	-2%	2%	0	22%
Cc1ccn(C)c(=N)c1	15%	14%	5	5%	0	-1%	-14%	9	4%
O=C(Nc1ccc(S(=O)(=O)N2CCc3ccccc32)cc1)c1ccco1	-28%	0%	-11	-11%	7	6%	21%	12	0%

Sorted by SMILES length (smallest number first): some entries from above
SMILES	HT1080 IDH1KD tx	HT1080-NT tox	IL1B secr inh	KB-V1 cytotox	D3 ag	GLP1R ag	SW480 rerep	DRD3 antagonist	KB-3-1 cytotox
Cn1cc(CN2CCN(c3cnccn3)CC2)c(-c2cccc(Cl)c2)n1	-6%	14%	14	-12%	3	-1%	4%	11	13%
COCCNC(=O)C(c1ccccc1)N(C(=O)Cn1nnc2ccccc21)c1cccnc1 (stereo not drawn)	15%	20%	10	8%	0	0%	-2%	-17	-7%
Cc1ccc(S(=O)(=O)NCC23C=CC(O2)C2C(=O)N(c4ccccc4)C(=O)C23)cc1 (stereo not drawn)	8%	7%	0	-7%	-1	-7%	?	23	10%

More structures
SMILES	HT1080 IDH1KD tx	HT1080-NT tox	IL1B secr inh	KB-V1 cytotox	D3 ag	GLP1R ag	SW480 rerep	DRD3 antagonist	KB-3-1 cytotox
O=C(/C=C\c1ccc2c(c1)OCO2)NC1(C(=O)Nc2ccc3c(c2)OCCO3)CCCCC1	8%	3%	-1	1%	-6	14%	7%	-60*	13%
COc1ccc(Cn2c(C(=O)O)c(CNCc3ccc(C)o3)c3ccc(OC)cc32)cc1	nt	nt	nt	4%	-2	2%	nt	nt	8.2µM*
CC(C)(C)C(=O)NC(=S)N1CCOCC1	15%	15%	-1	0%	-7	0%	-3%	3	7%
Cc1cc(NC(=O)COC(=O)[C@@H](NS(=O)(=O)c2ccc(Br)cc2)C(C)C)no1	1%	0%	17	22%	-11	3%	-7%	3	1%
Cc1ncc(CC(=O)n2cc(C(=O)c3cc(Cl)ccc3O)cn2)s1	-1%	-11%	-15	-27%	2	-7%	-3%	-4	-1%
COc1cccc(NC(=O)CN2CCN(c3ccccc3F)CC2)c1	0%	-1%	-10	3%	-12	1%	-5%	?	-4%
CCOc1ccccc1N(CC(=O)Nc1cccc2ccccc12)S(C)(=O)=O	0%	0%	5	-4%	6	6%	-64%[inhibitor]	-22	17%
C=CCOC(=O)N1CCN(c2cccc(C(F)(F)F)c2)CC1	9%	-2%	-14	?	4	-14%	-2%	-1	1%
COc1ccc(-c2csc(N(CCCN(C)C)C(=O)c3cccs3)n2)cc1	11µM*	13µM*	-57*	7.3µM*	-51	4%	16%	-58*	-18%
Cn1c(N)c(C(=O)COC(=O)CCCc2nc3ccccc3s2)c(=O)n(C)c1=O	14%	14%	22	3%	2	8%	0%	-3	-2%
CCc1cccc(NC(=O)C2CCN(S(=O)(=O)c3cccs3)CC2)c1	-2%	-25%	-5	-7%	5	-1%	0%	11	3%
O=C(Nc1ccccc1)NC(Cc1ccc(O)cc1)C(=O)O (stereo not drawn)	-4%	0%	-21	-2%	22	-8%	12%	-65*	1%
COc1ccc(OC)c(N(CC(=O)Nc2ccccc2)S(C)(=O)=O)c1	-7%	-1%	7	?	-1	-1%	0%	16	1%
O=C1NC[C@H](CCCCN2CCN(CCC3CCCCC3)C(=O)C2=O)N(CCC2CCCCC2)C1=O	1%	5%	0	-4%	-3	-3%	nt	28	2%
CCOc1ccc2nc(COC(=O)c3ccco3)c(C(C)=O)[n+]([O-])c2c1	17%	14%	12	24%	12	-4%	-3%	0	26%
CC(C)C(NC(=O)c1ccccc1)C(=O)OCC(=O)N1CCN(c2ccccc2)CC1 (stereo not drawn)	4%	-2%	-8	-12%	0	9%	-8%	-2	-5%
COc1ccc(C(CC(=O)O)NC(=O)c2ccccc2)cc1OC (stereo not drawn)	14%	3%	-3	-2%	-12	-3%	-5%	-60*	2%
CCCS(=O)(=O)N1CCN(c2cc3c(cc2[N+](=O)[O-])n(C)c(=O)n3C)CC1	-13%	1%	16	-14%	1	7%	-2%	9	-8%
COc1ccc(C)cc1NC(=O)C1CCCN(S(=O)(=O)c2ccc3c(c2)CCCN3C(C)=O)C1 (stereo not drawn)	-1%	0%	0	-8%&-20%	-9&-5	5%	?	0	-17%&-14%
CSc1nc2nc(-c3ccccc3)cc(C(F)(F)F)n2n1	-1%	3%	7	-18%	3	9%	3%	4	-1%
CC(OC(=O)c1cccc(S(=O)(=O)N2CCCC2)c1)C(=O)c1ccccc1 (stereo not drawn)	7%	7%	0	1%	-2	-9%	-5%	8	0%
COC(=O)c1cc(COc2ccc3oc(C)c(C(=O)OC)c3c2)c(C)o1	?	?	4	?	76*	22%	18µM*	52	0%
COc1ccc(Cl)cc1C(=O)Nn1cnc2ccccc2c1=O	11%	6%	5	?	-1	-5%	-16%	18	1%
O=c1[nH]c(=S)[nH]nc1Cc1ccc(Cl)c(Cl)c1	-15%	-10%	7	18%	-11	5%	18%	-9	-2%

An excerpt from above, showing only HT1080-NT tox:
molecule | HT1080-NT tox
COC(=O)c1cc(COc2ccc3oc(C)c(C(=O)OC)c3c2)c(C)o1 | ?
COc1ccc(Cl)cc1C(=O)Nn1cnc2ccccc2c1=O | 6%
O=c1[nH]c(=S)[nH]nc1Cc1ccc(Cl)c(Cl)c1 | -10%

(more compounds)
SMILES	HT1080 IDH1KD tx	HT1080-NT tox	IL1B secr inh	KB-V1 cytotox	D3 ag	GLP1R ag	SW480 rerep	DRD3 antagonist	KB-3-1 cytotox
Cc1ccc(OCc2nc(-c3ccccc3)no2)cc1	?	21%	-7	2%	6	15%	8%	0	-8%
N#CCCNCC1(c2ccccc2)CCCC1	3%	4%	8	0%	4	-2%	-6%	-54*	7%
O=C(NCCO)/C(=C\c1ccc([N+](=O)[O-])o1)NC(=O)c1ccccc1	-3%	-6%	20	-15%	1	6%	?	-8	-3%
Cc1cc2[nH]ncc2cc1NC(N)=S	-4%	1%	7	-2%	4	1%	5%	1	3%
COc1ccc(CCNc2ncnc3c2c(C)c(C)n3CCCN(C)C)cc1OC	3%	13%	-20	-15%	-22	10%	2%	-28	-10%
COc1ccc(C(=O)C(OP(=O)(OC)OC)c2ccccc2OC)cc1 (stereo not drawn)	7%	16%	0	-16%	-7	nt	nt	3	1%
COC(=O)C1=C(c2ccc(OC)cc2)OC(=O)C1(C)C	8%	4%	9	?	-1	8%	0%	-17	7%
CC(C)(C)NC(=O)C[C@H]1C[C@H](C(=O)N2CCOCC2)[C@@]2(C)c3[nH]c4cc(-c5ccco5)ccc4c3CCN2C1=O	3%	3%	-4	-8%	10	-3%	-7%	6	17%
CCOc1nc(OCC)c2[nH]c(C(=O)O)c(Br)c2n1	12%	10%	35	-14%	-2	-4%	-6%	-5	7%
CC(=O)NC(c1cc(Cl)c2ccccc2c1O)C(C)C (stereo not drawn)	nt	nt	nt	-14%	nt	-2%	?	nt	-30%
O=C(OCc1cn([C@H]2C[C@H](c3ccc(Cl)cc3)N(C(=O)C3CCCCC3)C[C@@H]2O)nn1)c1ccccc1	0%	1%	?	-14%	4	5%	nt	14	-2%
